# PTHR1 agonist: PTHR1 (human) receptor agonism; Q03431; HEK293 GP2 PTHR1 cells, GloSensor cAMP luminescence, 1 h; Potency, µM (titrated, usually from 115 µM), for the others: top-dose activation, usual class: activators; 410,000 compounds, 0.075% hits; AID 743266; further: potency means the concentration at half of the fitted maximal effect; nearly all actives have a fitted effect of over 55% in size; some results filed as inactive show a strong effect at the top dose; inactives centre near -15; many of its hits are not listed in these tables
#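 HEK-293-derived GP2 cells expressing PTHR1 and a GloSensor cAMP reporter, 3,000/well, plated overnight, given luciferin plus IBMX (each 0.5 mM as added) for 1 h at 37 °C, then compound for 1 h at 37 °C. Luminescence was read after 15 min at room temperature.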
# EPAC2 antag: antagonists of human EPAC2. Q8WZA2. 360,000 compounds, 0.18% hits. Potency, µM (highest dose often 114 µM), without a hit: top-dose activity, negative = inhibition, hits mostly inhibitors. EPAC2 GEF exchange of Rap1B-BODIPY-GDP, fluorescence; further: potency means the concentration at half of the fitted maximal effect; on the % scale 0 is the no-effect control and ±100 the full control effect; nearly all actives have a fitted effect of over 45% in size; many of its hits are not listed in these tables
# Target sequence (Q8WZA2 whole entry, looked up): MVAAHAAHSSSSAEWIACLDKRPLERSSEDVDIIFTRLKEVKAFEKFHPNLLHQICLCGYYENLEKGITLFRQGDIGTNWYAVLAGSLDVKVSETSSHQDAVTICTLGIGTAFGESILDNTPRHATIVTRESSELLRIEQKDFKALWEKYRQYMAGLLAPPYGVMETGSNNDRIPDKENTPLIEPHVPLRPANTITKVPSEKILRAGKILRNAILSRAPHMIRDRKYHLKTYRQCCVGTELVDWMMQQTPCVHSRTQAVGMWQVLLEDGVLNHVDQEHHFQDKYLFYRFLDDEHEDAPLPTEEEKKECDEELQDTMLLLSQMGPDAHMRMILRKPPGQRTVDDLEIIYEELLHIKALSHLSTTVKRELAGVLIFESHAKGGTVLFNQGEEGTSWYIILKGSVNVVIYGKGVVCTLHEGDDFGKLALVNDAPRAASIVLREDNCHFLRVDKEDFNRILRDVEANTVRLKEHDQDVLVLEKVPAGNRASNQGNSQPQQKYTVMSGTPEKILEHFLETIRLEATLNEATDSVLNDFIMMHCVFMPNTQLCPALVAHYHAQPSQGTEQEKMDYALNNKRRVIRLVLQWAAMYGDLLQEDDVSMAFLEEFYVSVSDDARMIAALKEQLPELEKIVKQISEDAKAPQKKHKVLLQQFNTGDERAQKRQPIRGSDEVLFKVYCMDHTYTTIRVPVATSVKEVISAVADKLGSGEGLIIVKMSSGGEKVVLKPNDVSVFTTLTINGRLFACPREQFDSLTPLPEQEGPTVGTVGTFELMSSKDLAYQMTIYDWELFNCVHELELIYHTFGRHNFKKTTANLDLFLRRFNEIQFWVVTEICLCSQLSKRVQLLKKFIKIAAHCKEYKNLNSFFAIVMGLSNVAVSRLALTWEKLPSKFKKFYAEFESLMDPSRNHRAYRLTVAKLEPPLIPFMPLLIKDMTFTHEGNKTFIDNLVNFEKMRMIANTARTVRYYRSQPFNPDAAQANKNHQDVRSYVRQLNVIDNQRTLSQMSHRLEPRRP
# EPAC2 agonist: activates human EPAC2 exchange factor; Potency, µM (series often up to 154 µM), for the others: at the top dose activation, usual class: activators; Q8WZA2; EPAC2 activation, biochemical qHTS; response scale: 100% = 6.5 mM cAMP response; 360,000 compounds, 0.079% hits; further: potency means the concentration at half of the fitted maximal effect; nearly all actives have a fitted effect of over 50% in size
#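 Guanine nucleotide exchange by EPAC2 is measured as reduced fluorescence of BODIPY-GDP once it is released from 250 nM Rap1B. Plates are read kinetically for 30 min at room temperature; results are scaled to 6.5 mM cAMP.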
# MmCpn inh: M. maripaludis TRiC chaperonin inhibition. purified Mm-Cpn ATPase, ADP Transcreener TR-FRET. Potency, µM (highest dose often 76.9 µM), for inactives: at the highest dose activity, negative = inhibition, hits mostly inhibitors. 330,000 compounds, 0.031% hits. AID 504842; further: potency means the concentration at half of the fitted maximal effect; on the % scale 0 is the no-effect control and ±100 the full control effect; nearly all actives have a fitted effect of over 80% in size
#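 25 nM Mm-CPN + cpd, 10 min 37°C; + 10 uM ATP, 30 min 37°C; buffer 30 mM Tris pH 7.4, 100 mM KCl, 5 mM MgCl2, 1 mM DTT; Transcreener ADP HTRF detection 30 min RT.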
# CCT chaperon mod: changes cytosolic chaperonin activity; 360,000 compounds, 0.3% hits; activity change, % (no concentration beside the values), hits read low; AID 651819; purified chaperonin ATPase assay, HTRF ADP detection, 30 min; in the data active means activity change below about -30%; further: on the % scale 0 is the no-effect control and ±100 the full control effect
#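 Nucleotide hydrolysis assay: TRiC at 20–40 nM final (set by batch activity) with 10 uM ATP, 30 min at 37 °C, in presence of 76 uM compound. Detection by competitive ADP HTRF, 30 min ambient.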
# Akt phos inh: blocks phosphorylation of Akt | Neuro2A IGF-stimulated pAkt S473 HTRF, 20 min; hits give low values | activity change, % for hits at 50 µM | 360,000 compounds, 0.32% hits; in the data active means activity change below about -80%; inconclusive means mostly about -51% to -80%; further: on the % scale 0 is the no-effect control and ±100 the full control effect
#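 Neuro2A cells in DMEM with 0.5% FBS, overnight at 37 deg C, given compound at single 50 µM final, then IGF (6 nM final) for 20 min at 37 deg C. Lysed; phospho-Akt Ser473 by HTRF after 24 h, 665/615 ratio.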
# DRD3 antagonist: D3 dopamine receptor (human) antagonism; P35462; D3R cells, DiscoveRx beta-arrestin luminescence, antagonist mode; hits give low values; max response, negative = inhibition, %; 360,000 compounds, 2.5% hits; in the data active means max response below about -50%; inconclusive means no clear call, values can overlap the other calls; further: on the % scale 0 is the no-effect control and ±100 the full control effect; mostly tested at two doses, the higher about 12 µM
#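 Cells expressing the human receptor were seeded at 1500 cells/well, incubated overnight at 37 degrees C in 5% CO2, then exposed to library compounds with dopamine controls for 90 minutes at 37 degrees C before luminescent detection.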
# D3 ag: D3 dopamine receptor (human) agonism; P35462; D3R DiscoveRx beta-arrestin cells, luminescence, 90 min; max activation, %; 410,000 compounds, 0.58% hits; AID 652048; in the data active means max activation above about 30%; further: 0% is about no effect; mostly tested at two doses, the higher about 12 µM
#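 Agonist mode: compounds and dopamine controls were applied to plated cells for 90 min at 37 degrees C after an overnight attachment at 1500 cells/well. Luminescent read-out followed 30 - 60 minutes at room temperature with DiscoveRx detection reagent.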
# * = called active by the depositor; i = inactive; ? = inconclusive; . = not tested or not shown; & = joins results of further samples; [ ] = remark or other dose. Unless noted, the call rests on the fitted dose curve; in most records, active means well fitted curve in the direction sought with a large enough effect; inconclusive means small, poorly fitted or top-dose-only effect, or another doubt; inactive means no such curve, though single readings can be large; an effect the other way counts as inactive or inconclusive. This is a subset; rates above refer to the full screens.
SMILES,PTHR1 agonist,EPAC2 antag,EPAC2 agonist,MmCpn inh,CCT chaperon mod,Akt phos inh,DRD3 antagonist,D3 ag
Cn1nc(-c2ccccc2)cc1NS(=O)(=O)c1ccc(C#N)cc1,-17%,5%,3%,-3%,0.2,i,11,9
Cc1nc2sc3c(c2c(=O)n1N)CCC3,-19%,-3%,9%,3%,1.5,i,4,2
COCCN1C(=O)COc2ccccc2C1C(=O)NC1CCCCC1 (stereo not drawn),-2%,6%,8%,.,0.3,i,0,-6
CN(C)C(=O)N1CCC(C(=O)NCc2ccc(F)cc2)CC1,i,3%,1%,0%,0.5,i,-28,0
O=C(NCC1CCCO1)C1CCC(N2C(=O)c3ccccc3C2=O)CC1 (stereo not drawn),-13%[57.5 µM],-3%,12%,-2%,-0.5,i,12,4
CN(C)S(=O)(=O)c1cccc(N=c2scc(-c3ccc4c(c3)NC(=O)CO4)n2CC2CCCO2)c1 (stereo not drawn),-38%[inhibitor],-5%,-1%,-2%,-1.3,i,85,1
O=[N+]([O-])/C(C(Cl)=C(Cl)Cl)=C(/Sc1ccccc1)N1CCCCC1,-6%,-4%,6%,-3%,-0.7,i,12,8
CCOC(=O)C1=C(C)N(CCCC(=O)O)C(=O)NC1c1ccc(Cl)cc1 (stereo not drawn),15%,53%[activator],6%,0%,-11,i,-22,-20
O=C(c1ccc([N+](=O)[O-])cc1)N1CCN(c2ncccn2)CC1,i,8%,3%,.,-9.3,i,3,4
O=C(NC(NC(=S)Nc1cccc(Cl)c1)C(Cl)(Cl)Cl)OCc1ccccc1 (stereo not drawn),-36%[inhibitor],-3%,7%,0%,2.5,i,?,-26
CCN(CC)c1ccc2c(c1)C(=O)N(C)C2=O,i,3%,1%,-2%,-1.8,i,-15,-2
N#Cc1ccccc1Sc1ccccc1C(=O)OCC(=O)NC1CCS(=O)(=O)C1 (stereo not drawn),-24%,-3%,-5%,-4%,-0.3,i,-11,-4
CC1Cc2nc(SCC(=O)NC3CCCCC3)n(C)c(=O)c2S1 (stereo not drawn),-25%[57.5 µM],-2%,8%,0%,-1.9,i,13,8
CCCCn1c(=O)c2ccccc2n2c(=S)[nH]nc12,i,3%,8%,-1%,0.1,i,-1,-3
CC1=C(/C=C/C(=O)O)C(C)(C)CCC1,-7%,-2%,-6%,-1%,-5.2,i,-16,1
COc1ccc(N2C(=NC(=O)CC3CCCCC3)SC3CS(=O)(=O)CC32)cc1 (stereo not drawn),i,-5%,-8%,2%,-3.0,i,3,0
CN(C)CCNC(=O)C(=O)NCC1CCCN1S(=O)(=O)c1cccs1 (stereo not drawn),-20%,1%,1%,-4%,2.0,i,26,0
CCCn1c(N)c(C(=O)CSc2nncs2)c(=O)[nH]c1=O,i,-4%,5%,0%,0.5,i,11,3
CC(=O)c1ccc(OC(=O)C(CCS(C)(=O)=O)N2C(=O)c3ccccc3C2=O)cc1 (stereo not drawn),i,8%,4%,3%,-1.1,i,-10,6
O=c1oc(-c2ccccc2)nc2ccsc12,i,0%,8%,0%,-3.9,i,-20,0
COc1ccc(CC(=O)n2nc(-c3ccc(Cl)cc3)nc2NCc2ccco2)cc1,i,-1%,5%,0%,0.5,i,-18,-14
Cc1ccccc1OCC(=O)N/N=C/c1ccc(Sc2nc3ccccc3s2)o1,-39%,-7%,5%,-28%,-1.1,i,3,0
O=C(NC1CCCC1)C(c1ccccc1)n1c(Cc2cc(F)cc(F)c2)nc2ccccc21 (stereo not drawn),-21%,-2%,1%,.,.,i,9,-1
CCOC(=O)c1ccc(N(CC(=O)NC2CCCCC2)C(=O)CNC(=O)c2ccco2)cc1,i,-5%,7%,0%,-4.9,i,2,15
O=C(Nc1nc2ccccc2n1CCN1CCCC1)C1CCCCC1,-21%,21%,9%,0%,3.3,i,-82*,1

# (list continues)
SMILES,PTHR1 agonist,EPAC2 antag,EPAC2 agonist,MmCpn inh,CCT chaperon mod,Akt phos inh,DRD3 antagonist,D3 ag
Cc1cccc(OCC(=O)NNC(=O)c2cc(S(=O)(=O)N(C)C)ccc2N2CCCC2)c1,i,-2%,6%,-1%,-0.9,i,6,5
CS(=O)(=O)c1ccc2nc(NC(=O)C3CCCCC3)sc2c1,-11%[57.5 µM],0%,-1%,2%,-3.0,.,-5,-2
COc1ccc(/C=N/NC(N)=S)cc1,-8%,4%,5%,-15%,-2.8,i,-4,5
CCOC(=O)C1(CCc2ccccc2)CCN(C(=O)CCc2cnccn2)CC1,-5%,9%,-5%,-2%,1.5,i,8,-4
CCN1C(=O)/C(=C2/Sc3ccccc3N2CC)S/C1=N\c1ncn[nH]1,i,43%[activator],21%,-6%,-3.9,i,22,-3
COc1ccc2nc(SCC(N)=O)cc(C)c2c1,i,-29%[57.1 µM],-19%,-5%,-6.4,i,0,4
O=C(NNC(=O)C1CCN(c2ncccn2)CC1)c1ccc(Cl)cc1,i,1%,2%,-5%,-2.5,i,1,0
COc1ccc(Cl)cc1NC(=O)c1cc(-c2ccccc2O)n[nH]1,-23%,3%,-1%,0%,-2.0,i,1,14
CCOC(=O)Cc1c(C)nc2c(-c3cccc(Br)c3)c[nH]n2c1=O,-9%[57.5 µM],-1%,-7%,0%,-2.7,i,-27,-14
COc1ccccc1-n1c(C)nc2cc(C(=O)NCc3ccc4c(c3)OCO4)ccc21,i,-3%,-1%,0%,1.6,i,-53*,-10
NC(=O)c1cccc(-c2ccnc3c2CC(C(=O)NCCC(F)(F)F)O3)c1 (stereo not drawn),-26%,26%,10%,.,-0.2,i,0,-5
COc1ccccc1-c1nnc(SCC(=O)c2ccc(C3CCCCC3)cc2)n1Cc1ccco1,i,13%,11%,-1%,-18,i,?,-8
Cc1ccc2c(c1)CC(C)N2S(=O)(=O)c1nnc(NC(=O)CC(C)C)s1 (stereo not drawn),3%,4%,-4%,0%,-14,i,1,8&-8
CCCN(CC(=O)Nc1ccc(F)c(F)c1F)CC(=O)Nc1c(Cl)cccc1Cl,i,1%,1%,3%,-0.3,i,25,-2
Cc1ccc(-c2ocnc2C(=O)Nc2ccccc2C(=O)N2CCCC2)cc1,-18%,-7%,4%,-2%,0.6,i,3,-3
O=C(NCCc1nc2ccccc2[nH]1)c1ccc(F)cc1,-6%[57.5 µM],-1%,4%,2%,-5.8,.,-27,-15
COC(=O)c1ccc(-n2c(C)cc(C(=O)CCl)c2C)cc1,-34%[inhibitor],35µM*,12%,1%,-2.5,i,?,-11
CC(NC(=O)c1ccco1)C(=O)Nc1nccs1 (stereo not drawn),i,21%,-7%,2%,-2.5,i,-8,-9
C/C(=N\NC(=S)Nc1ccc(F)cc1)C1CC1,i,15%,8%,-10%,2.9,i,8,0
CC(C)C(=O)Nc1cccc(NC(=O)c2cccc([N+](=O)[O-])c2)c1,i,4%,1%,1%,-3.8,i,4,3
CC(C)Oc1ccc(C(=O)Nc2c3c(nn2C(C)(C)C)CS(=O)(=O)C3)cc1,i,5%,-4%,-1%,3.0,i,-2,2
COc1ccc(-n2nnnc2Sc2ccc(S(=O)(=O)N3CCOCC3)cn2)cc1,i,0%,4%,-2%,-1.9,i,19,5
CC(C)OCCCNC(=O)c1ccc(C2SCC(=O)N2Cc2ccco2)cc1 (stereo not drawn),-29%,-1%,-5%,-7%,1.8,i,5,4
CN1CCc2c(sc3c2c(=O)n(-c2ccccc2)c2nnc(SCc4ccc(F)cc4)n32)C1,i,10%,-1%,.,1.1,i,16,-8
CN(C(=O)COC(=O)Cc1c[nH]c2ccccc12)c1c(N)n(Cc2ccccc2)c(=O)[nH]c1=O,i,20%,-12%,-1%,-0.9,i,3,-4

# Just EPAC2 agonist and CCT chaperon mod, for some of the entries so far:
compound	EPAC2 agonist	CCT chaperon mod
CC(C)C(=O)Nc1cccc(NC(=O)c2cccc([N+](=O)[O-])c2)c1	1%	-3.8
CC(C)Oc1ccc(C(=O)Nc2c3c(nn2C(C)(C)C)CS(=O)(=O)C3)cc1	-4%	3.0
COc1ccc(-n2nnnc2Sc2ccc(S(=O)(=O)N3CCOCC3)cn2)cc1	4%	-1.9

# Other records
SMILES,PTHR1 agonist,EPAC2 antag,EPAC2 agonist,MmCpn inh,CCT chaperon mod,Akt phos inh,DRD3 antagonist,D3 ag
COc1ccc(-n2nnnc2SCC(=O)NC2CCCC2)cc1OC,i,9%,4%,2%,0.9,i,5,4
CCC1CCCCN1C(=O)Cn1c(C(=O)OC)cc2sc(Cl)cc21 (stereo not drawn),i,5%,1%,-1%,2.4,i,13,16
O=C(CCNC(=O)C1CCN(S(=O)(=O)c2ccccc2)CC1)NCc1cccc(C(F)(F)F)c1,-27%,-10%,-5%,1%,1.3,i,16,-13
CCOC(=O)c1ccc(NC(=O)c2nc[nH]c2C(=O)N(C)CCO)cc1,-23%,4%,4%,.,-0.8,i,5,0
CCOC(=O)c1ccc(NC(=O)C2(c3ccccc3)CCOCC2)cc1,-14%[57.5 µM],-5%,9%,0%,-0.6,i,9,-3
Cc1ccc(S(=O)(=O)N2CCCC(C(=O)NCc3ccccn3)C2)cc1 (stereo not drawn),-7%,0%,10%,2%,-1.3,i,-3,2
CCOCCCNC(=S)N1CCN(CC)CC1,i,4%,8%,-2%,-1.2,i,1,-2
O=C(Cn1c(SCC(=O)N2CCc3ccccc32)nc2ccccc21)NC1CCCC1,?,0%,-51%[inhibitor][15.6 µM],-1%,2.2,.,-76*,-21
CC1CCCCC12NC(=O)N(CC(=O)Nc1ccc3c(c1)OCCCO3)C2=O (stereo not drawn),i,3%,8%,-12%,-0.4,i,4,5
Cc1ccc(C)c(NC(=O)Nn2cnnc2)c1,-3%,1%,9%,0%,-0.9,i,-13,-5
Cc1ccc2cccc(S(=O)(=O)Nc3c(C)n(C)n(-c4ccccc4)c3=O)c2n1,i,5%,1%,-1%,-0.9,i,11,-14
O=C(N/N=C/c1cn(-c2ccccc2)nc1-c1cc2ccccc2o1)c1cccnc1,-40%[inhibitor],0%,4%,0%,0.1,i,-6,-9
COc1ccccc1NS(=O)(=O)c1ccc(O)c(C(=O)OCC(=O)c2ccc(Cl)cc2Cl)c1,-26%,4%,7%,-13%,-1.9,i,6,2
O=C(COc1ccccc1Cl)NNC(=O)Cn1[nH]c(=O)c2ccccc2c1=O,-16%,-3%,4%,-1%,0.6,i,-5,-2

# Screening data: PubChem BioAssay, National Center for Advancing Translational Sciences (NCATS)
